Myeloid diff MLP = induction of myeloid progenitor differentiation, primary screen, cell-based, flow cytometry, MLPCN library; ER-HoxA9 myeloid progenitors, lysozyme-GFP differentiation; calls only at 10 µM; hit rate 1% among 360,000; AID 624256, 2012;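 active means normalized GFP-positive differentiation at or above the plate's own cutoff, the solvent-only control mean plus 3 SD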;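 further: cells exposed to compound for four days before flow analysis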
T cell HTS = modulators of CD8 T cell-vesicle binding, primary screen, mouse 2C CD8+ T cells, flow cytometry | 2C CD8+ T cell-vesicle binding; hits give low values | calls only at 7 µM | hit rate 0.068% among 330,000 | AID 2052, 2009;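 active means response, share of CD8 T cells binding vesicles, and their 90th percentile fluorescence all below set limits, cut at about 80% in these data, passing the limit was not always enough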
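material = purified 2C TCR transgenic mouse naive CD8+ T cells | controls = Unloaded micro-vesicles (low), QL9 vesicles with 0.7% DMSO (high) | detection = cytometric PE anti-B7-1 and Alexa647 anti-CD8 signals after 1% paraformaldehyde fixation | incubation = binding step 1.5 h, 37 °C, antibody labelling 20 min, ice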
b-catenin transl = modulators of beta-catenin nuclear translocation, primary screen, imaging, HeLa cells, immunofluorescence, high-content; nuclear translocation activity, % at 5 µM; hit rate 0.3% among 190,000;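 active means nuclear translocation activity above 50% at 5 µM, with a well cell count of 50 or more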;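 further: per-cell ratio of nuclear to cytoplasmic median beta-catenin stain intensity; plate controls were DMSO negative control for no effect and GSK-3 inhibitor IX positive control for full effect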
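Signal – beta-catenin immunofluorescence imaging with DAPI · Test system – human HeLa cell line · Dosing – 5 µM primary single dose, 0.1% DMSO, 0.02–20 µM confirmation series · Measure – % activation, nuclear-to-cytoplasmic median beta-catenin signal ratio per cell · Incubation – 24 h compound exposure at 37°C, 5% CO2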
PMI inhibitors = inhibitors of human PMI, primary screen, biochemical, fluorescence intensity, coupled assay (AID 1209) | purified PMI enzyme, coupled fluorescence intensity; higher % means a stronger effect | one-dose inhibition, % at 20 µM; IC50 in µM for titrated hits | Mannose-6-phosphate isomerase (Homo sapiens) | hit rate 0.42% among 190,000; in the data active means inhibition above about 50%;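 further: plate controls were DMSO vehicle for no effect and wells lacking substrate for full effect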
Dynein transport = inhibitors of GR-EGFP nuclear translocation, primary screen, dynein cargo transport inhibitor project, imaging, high-content, 3617.4 mouse cells. hit rate 0.47% among 220,000. test concentration mostly 20 µM; stimulated with dexamethasone, 1 µM; hits give low values. AID 1381, 2008. z-score, hits read low;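 active means plate z-score of nuclear minus cytoplasmic receptor signal below a set negative limit, without overly bright fluorescence or cell loss, cut at about -3.5 in these data, passing the limit was not always enough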;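 further: z-score of nuclear minus cytoplasmic ring GR-EGFP intensity difference per well; some compounds called inactive have numbers as strong as hits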
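medium = tetracycline-free induction medium containing charcoal-stripped FBS | also added = 1.0 µM final dexamethasone stimulus | schedule = 48 h induction, 1 h compound, 30 min dex at 37 °C | technique = fixed, Hoechst-stained cells imaged at 10x for EGFP | measure = GR-EGFP nuclear translocation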
TNAP activation fold = human TNAP enzyme activators, primary screen, biochemical, luminescent, no phosphate acceptor, uHTS (AID 1001); purified TNAP, luminescent activation assay, no phosphate acceptor; higher activation fold means a stronger effect; hit rate 0.03% among 200,000; one-dose activation fold at 20 µM; EC50 in µM for titrated hits; in the data active means activation fold from about 3, or a potency from the dose series; inactive means the rest, 99 in 100 with activation fold below about 1.6; further: many of its hits are not listed in these tables
Lipid droplet = inhibitors of hepatocyte lipid droplet formation, primary screen, imaging, high-throughput imaging, BODIPY stain | AML12 mouse hepatocytes, oleate lipid droplets | inhibition, % at 6.5 µM | hit rate 0.4% among 240,000 | AID 1656, 2009;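 active means lipid droplet intensity inhibited by at least 50%, with more than 500 cells counted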
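Material – AML12 mouse liver cells · Also added – oleate loading, 100 µM · Compound dosing – 6.5 µM single-point dosing · Times – overnight treatment with compound plus oleate · Measured by – fluorescence imaging, 20x objective, two fields per well · Read-out – percent inhibition of filter-corrected integrated lipid droplet intensity per well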
MT stabilizer = microtubule stabilizers in HeLa cells, primary screen, imaging, high-content imaging | HeLa tubulin immunostaining HCS, 24 h; share of cells brighter than vehicle mean+2SD | % tubulin-high responders, % at 10 µM | hit rate 0.83% among 200,000;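 active means plate Z-score above 3 for both tubulin-high and condensed-nucleus cell shares, with cell loss under 80%, at 10 µM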;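 further: anti alpha tubulin signal scored within the nucleus-defined area of each cell; some results filed as inactive read as strong as hits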
Insulin prom up = insulin promoter activators in MIN6 cells, imaging, high-content screening, mouse beta cells; MIN6 insulin promoter-GFP reporter; hits give high values; z-score at 5 µM; hit rate 0.3% among 190,000;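 active means z-score above 3 at 5 µM with at least 500 cells counted in the well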
Dynein transport cytoplasmic EGFP = further read-out of Dynein transport, marked with its call; z-score; measured here: cytoplasmic GR-EGFP intensity; hits give high values
Dynein transport nuclear GR-EGFP = second read-out of Dynein transport, no call of its own (marks repeat the call); z-score; measured here: nuclear GR-EGFP intensity;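 lower value marks the stronger effect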
Dynein transport cell count = second read-out of Dynein transport, no call of its own (marks repeat the call); z-score; measured here: cell count per field
Insulin prom up cell count = second read-out of Insulin prom up, no call of its own (marks repeat the call); cell count; measured here: cytotoxicity, nuclei count;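 total cells summed across four imaged fields per well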
Lipid droplet cells 6.5 µM = also measured in Lipid droplet; calls as there; cell count; measured here: cell count, cytotoxicity flag;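 cells counted across two imaged fields per well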
b-catenin transl cell count 5 µM = further read-out of b-catenin transl, marked with its call; cell count; measured here: cell count, cytotoxicity flag
T cell HTS vesicle-bound % = recorded beside T cell HTS, whose call it bears; double positive events, %; measured here: CD8+ vesicle-bound cell fraction;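 binding gate set so that unloaded-vesicle control wells show 10% double positive cells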
MT stabilizer Hoechst-high % = recorded beside MT stabilizer, whose call it bears; % Hoechst-high responders; measured here: nuclear condensation Hoechst responders;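 share of cells brighter than vehicle mean plus two SD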
MT stabilizer cytotoxicity % = further read-out of MT stabilizer, marked with its call; toxicity, %; measured here: cytotoxicity by cell density;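 0% = mean cell density of plate MIN control wells and 100% = no cells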
Myeloid diff MLP GFP+ MAC1+ % = further read-out of Myeloid diff MLP, marked with its call; GFP+ MAC1+ double positive, %; measured here: differentiation confirmed by MAC1 staining
* marks the source's active call; other numbers are inactive results; i = inactive; · = no result given; + = active, no number.

SMILES	Myeloid diff MLP	Myeloid diff MLP GFP+ MAC1+ %	T cell HTS	T cell HTS vesicle-bound %	b-catenin transl	b-catenin transl cell count 5 µM	PMI inhibitors	Dynein transport	Dynein transport cytoplasmic EGFP	Dynein transport nuclear GR-EGFP	Dynein transport cell count	TNAP activation fold	Lipid droplet	Lipid droplet cells 6.5 µM	MT stabilizer	MT stabilizer Hoechst-high %	MT stabilizer cytotoxicity %	Insulin prom up	Insulin prom up cell count
O=C(CN1C(=O)CCC1=O)Nc1ccc(Br)cc1	i	0.3	i	18	1.1	1122	2%	-0.62	-0.2	-0.039	0.31	1.1	·	·	6.4	1.5	8.8	1.3	1312
CC(=O)N(C1=C(O)c2ccccc2C(=O)C1=O)C1CCCCC1	i	7.0	i	8	-2.0	935	-27%	0.56	-0.13	-0.013	-0.12	0.9	4	709	1.4	1.5	7.0	·	·
N#Cc1ccccc1NC(=O)COC(=O)COc1ccccc1[N+](=O)[O-]	i	0.7	i	30	-0.7	1308	-9%	-1	-0.2	-0.72	0.45	1.1	-2	672	1.4	2.6	3.3	0.41	1114
CCN(CC)S(=O)(=O)c1csc(C(=O)NCc2ccccc2)c1	i	0.3	i	14	·	·	5%	0.5	0.65	0.6	-0.45	1.1	-6	706	1.2	1.0	6.2	1	1329
CCOc1ccc(S(=O)(=O)Nc2nc3ccccc3nc2-n2ccc(=NC(=O)c3ccccc3C)cc2)cc1	i	1.2	i	27	1.2	1370	·	0.36	-0.13	0.069	-0.6	·	-10	659	·	·	·	0.22	1128
COc1ccc(N2CC(C(=O)Nc3ccc(S(=O)(=O)Nc4nccs4)cc3)CC2=O)cc1 (stereo not drawn)	i	0.1	i	48	-2.9	929	-1%	0.43	0.05	0.25	-0.63	1	-13	676	4.3	2.3	8.7	0.32	1642
CCC(=O)NC(NC(=S)Nc1c(C)n(C)n(-c2ccccc2)c1=O)C(Cl)(Cl)Cl (stereo not drawn)	i	0.6	i	48	-3.2	1063	-6%	-0.52	-0.28	-0.36	0.58	1	-3	663	2.8	1.5	9.6	-0.34	1425
Nc1nc(-c2ccco2)nn1C(=O)c1ccc([N+](=O)[O-])cc1	i	0.5	i	54	-1.0	1528	-2%	1.4	-0.26	0.52	-1.6	1	9	721	4.8	1.5	6.7	0.29	1409
Fc1ccc2nc(Nc3nc4c(F)cc(F)cc4s3)sc2c1	i	0.5	i	40	-0.3	1085	12%	0.27	0.12	0.086	-0.48	2.1	-40	622	5.1	1.9	12	-0.97	922
Cc1cc(O)c(/C=N/c2ccccn2)c(=O)o1	i	0.7	i	48	-0.5	1072	-9%	-0.5	-0.25	0.35	0.71	1	23	698	3.9	3.1	5.6	0.95	1260
CS(=O)(=O)N(CC(=O)NCCSCc1ccco1)c1ccc(Cl)cc1	i	0.4	i	37	0.2	1539	6%	-0.019	-0.25	0.12	0.32	1.1	8	776	2.4	1.6	6.9	-0.19	1475
CCOc1ccc2nc(Cl)c(C3CC(c4ccccc4)=NN3C(=O)c3ccco3)cc2c1 (stereo not drawn)	·	·	i	64	-1.0	953	2%	-0.19	-0.23	0.3	0.12	1.1	23	743	1.6	1.8	7.1	0	1315
CCOc1ccc2[nH]c(=O)c(CN(Cc3cccs3)Cc3nnnn3C(C)(C)C)cc2c1	i	6.1	i	47	-3.7	987	4%	1.2	-0.045	1.4	-2.1	1.1	·	·	33*	15*	57*	0.52	1202
CC(=O)c1cccc(NC(=O)N2CCCC2C(=O)Nc2cc(C)ccc2C)c1 (stereo not drawn)	i	1.1	i	39	1.4	1391	2%	-0.025	-0.21	0.27	0.35	1	·	·	3.1	2.1	13	-0.4	1592
O=C(Nc1ccccc1)C(=O)Nc1ccccn1	i	8.3	i	31	-0.2	1271	-9%	-0.54	-0.21	-0.32	0.75	1	·	·	1.2	1.5	4.6	-0.13	1651
CCc1c(C(=O)Nc2ccccc2)c(C)[nH]c(=S)c1C#N	i	6.0	i	15	·	·	-16%	-1.8	-0.06	-0.92	0.34	1.1	6	769	0.6	0.6	2.3	·	·
Cc1ccccc1-c1noc(-c2ccccc2F)n1	i	4.9	i	20	-3.7	1192	11%	-0.41	-0.18	-0.29	0.067	1.1	-1	743	0.7	1.1	2.2	0.13	996
CCCCn1c(CNC(=O)c2cccs2)nc2ccccc21	i	3.2	i	17	-3.6	1208	-14%	-0.25	-0.1	0.083	-0.93	1.1	-15	731	4.0	2.7	5.7	-0.63	1175
Cc1ccc(CN2CCN(CC(=O)N=Nc3c(O)[nH]c4ccccc34)CC2)cc1	i	0.6	i	33	-2.7	1222	12%	-0.79	-0.26	-0.46	0.55	1.1	-28	674	2.8	2.8	7.0	-0.6	1453
COCCNC(=O)c1ccccc1NC(=O)c1ccc(Cl)c(S(=O)(=O)Nc2ccc(C)cc2C)c1	i	1.8	·	·	-1.1	1074	14%	-0.052	-0.14	-0.17	0.15	1.1	0	618	3.2	1.5	3.6	-0.38	1686
COC(=O)c1cc2ccsc2n1CC(=O)NCC1CCCO1 (stereo not drawn)	i	6.4	i	17	-0.1	1357	6%	-0.15	-0.43	-0.066	-0.44	1.1	·	·	2.3	1.4	5.4	0.7	1750
Cc1ccc(O)c(C(=O)c2cc(C#N)c(=O)n(-c3c(C)n(C)n(-c4ccccc4)c3=O)c2)c1	+	3.2*	i	37	0.4	1373	0%	0.77	-0.24	-0.71	-0.073	1.1	·	·	2.7	1.9	5.9	0.52	1584
Cc1ccc(S(=O)(=O)N2CCN(C(=O)CSc3nccn3C)CC2)cc1	i	0.4	i	34	0.1	1270	·	-0.044	-0.2	0.082	-0.14	·	2	747	·	·	·	-0.93	1080
CCc1nnc(NC(=O)C2CCCN2C(=O)Nc2ccccc2OC)s1 (stereo not drawn)	i	0.5	i	26	-3.5	1160	0%	0.78	-0.38	0.8	1.4	1	5	766	1.1	0.9	9.4	1.1	873
O=c1[nH]cc(S(=O)(=O)c2ccccc2)[nH]1	i	0.6	i	38	-2.7	1080	1%	-0.58	-0.29	-0.3	1	1.1	8	681	1.5	2.0	6.3	-0.52	1607
Cc1ccc(S(=O)(=O)n2cc(C=O)c3ccccc32)cc1	i	0.1	i	25	0.5	1398	·	-0.074	-0.26	-0.44	0.37	·	30	753	·	·	·	-0.88	1350
CCCC(=O)C1=C(N2CCCCC2)CC(C)(C)C(C(=O)OC)C1=O (stereo not drawn)	i	1.1	i	29	-1.0	1032	2%	-0.48	-0.23	0.26	-0.25	1.1	-1	706	2.1	1.7	8.7	-0.32	1458
COc1ccc(C(=O)COC(=O)C(C(C)C)N2C(=O)C3C4C=CC(C4)C3C2=O)cc1 (stereo not drawn)	i	1.0	i	45	4.6	969	-1%	1	0.027	0.57	0.19	1	-2	823	1.0	1.0	7.8	0.11	853
CC(C)=CCc1c(O)c(CC=C(C)C)c2occ(-c3ccc(O)cc3)c(=O)c2c1O	i	1.5	i	25	1.6	1055	·	-0.049	-0.72	0.43	-0.23	·	-17	685	·	·	·	-0.84	791
O=C(Nc1c(C(=O)N2CCOCC2)cnn1-c1ccccc1)c1ccccc1	i	6.5	i	56	-4.2	871	-2%	1	-0.18	1.4	-0.66	1.1	·	·	4.6	2.6	9.4	1.6	1182
COC(=O)c1c(NC(=O)CN2CCN(c3ccccc3OC)CC2)c2c(C)cccc2n1C	·	·	·	·	1.0	1111	11%	-0.33	-0.32	0.12	-0.12	1.1	·	·	4.7	2.6	9.7	0.04	1014
COC(CNc1ccc([N+](=O)[O-])c(NCC(OC)OC)c1C#N)OC	i	1.4	i	7	-0.8	1286	·	-0.99	-0.13	-0.38	0.075	·	-2	722	·	·	·	0.53	1143

Profiles, quoted from the list. Order of screens: Myeloid diff MLP | Myeloid diff MLP GFP+ MAC1+ % | T cell HTS | T cell HTS vesicle-bound % | b-catenin transl | b-catenin transl cell count 5 µM | PMI inhibitors | Dynein transport | Dynein transport cytoplasmic EGFP | Dynein transport nuclear GR-EGFP | Dynein transport cell count | TNAP activation fold | Lipid droplet | Lipid droplet cells 6.5 µM | MT stabilizer | MT stabilizer Hoechst-high % | MT stabilizer cytotoxicity % | Insulin prom up | Insulin prom up cell count
Cc1ccc(O)c(C(=O)c2cc(C#N)c(=O)n(-c3c(C)n(C)n(-c4ccccc4)c3=O)c2)c1 reads + | 3.2* | i | 37 | 0.4 | 1373 | 0% | 0.77 | -0.24 | -0.71 | -0.073 | 1.1 | · | · | 2.7 | 1.9 | 5.9 | 0.52 | 1584
COC(=O)c1c(NC(=O)CN2CCN(c3ccccc3OC)CC2)c2c(C)cccc2n1C reads · | · | · | · | 1.0 | 1111 | 11% | -0.33 | -0.32 | 0.12 | -0.12 | 1.1 | · | · | 4.7 | 2.6 | 9.7 | 0.04 | 1014
CCCC(=O)C1=C(N2CCCCC2)CC(C)(C)C(C(=O)OC)C1=O (stereo not drawn) reads i | 1.1 | i | 29 | -1.0 | 1032 | 2% | -0.48 | -0.23 | 0.26 | -0.25 | 1.1 | -1 | 706 | 2.1 | 1.7 | 8.7 | -0.32 | 1458

Screening results (PubChem)
